Anesthetic bind = candidate novel general anesthetic via apoferritin binding; apoferritin/1-aminoanthracene competitive binding, fluorescence; Potency, µM (top dose mostly 77.5 µM), for the others: at the highest dose activity change, negative = displacement, most hits filed as inhibitors; hit rate 0.074% among 350,000; note: potency is the fitted concentration of half-maximal effect; % is set by controls: 0 for no effect and ±100 for the full control effect; nearly all actives have a fitted effect of over 20% in size
Target sequence (P02791 2-175 limits assumed): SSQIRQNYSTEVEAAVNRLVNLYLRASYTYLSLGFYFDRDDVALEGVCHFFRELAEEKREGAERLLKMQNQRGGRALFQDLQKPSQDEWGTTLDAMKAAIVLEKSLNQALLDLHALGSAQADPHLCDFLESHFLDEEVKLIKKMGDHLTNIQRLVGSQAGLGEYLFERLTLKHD
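Apoferritin-based anesthetic binding model; compound displacement of fluorescent 1-AMA measured as endpoint fluorescence after 10 minutes at room temperature, scaled to free-ligand and complex controls.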
BLM inh = inhibitors of human Bloom syndrome helicase BLM | P54132 | recombinant BLM DNA unwinding, fluorescence dequenching | Potency, µM (series often up to 56.1 µM), for inactives: at the highest dose activity change, negative = inhibition, hits mostly inhibitors | hit rate 0.2% among 350,000;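 note: potency is the fitted concentration of half-maximal effect; plate controls were vehicle for no effect and no enzyme for full effect; nearly all actives have a fitted effect of over 35% in size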
Pol beta inh = DNA polymerase beta (human) inhibition | Potency, µM (doses to about 114 µM), for the others: at the highest dose activity change, negative = inhibition, most hits filed as inhibitors | AID 485314 | hit rate 1.3% among 340,000 | Pol beta primer extension/strand displacement, fluorescence kinetic | P06746; note: potency is the fitted concentration of half-maximal effect; % is set by controls: 0 for no effect and ±100 for the full control effect
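Values derive from four-parameter Hill fits of normalized kinetic data: reads at 0 and 10 min following addition of 50 nM substrate to 10 nM Pol beta preincubated 15 min with compound.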
12-LOX inh = blocks human arachidonate 12S-lipoxygenase; P18054; hit rate 1.1% among 580,000; AID 1671190; purified 12hLO, xylenol orange hydroperoxide absorbance; Potency, µM (series often up to 108 µM), without a hit: at the highest dose activity change, negative = inhibition, usual class: inhibitors; note: potency is the fitted concentration of half-maximal effect; % is set by controls: 0 for no effect and ±100 for the full control effect
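Hydroperoxide product was detected by ferrous iron/xylenol orange as the 573 to 405 nm absorbance ratio. Arachidonic acid at 40 uM (final) was turned over for 30 min at room temperature by 150 nM human 12hLO, pH 7.0 Hepes buffer, after 15 min compound preincubation.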
TRHR agonist = TRH receptor (human) agonism | P34981 | TRHR cells, calcium flux fluo-8, FDSS agonist mode | activation, % at 2 µM | hit rate 0.18% among 360,000 | AID 493084; in the data active = activation above about 30%; note: 0% is about no effect
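TRHR-expressing cells loaded with fluo-8 calcium dye; 23 nL library compound pin-transferred, kinetic FDSS fluorescence (Ex 480/Em 530) recorded about 180 s for agonist-induced calcium release, before a 10 nM TRH EC20 addition for potentiator mode.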
APEX1 inh = APE1 (human) endonuclease inhibition; hit rate 0.35% among 350,000; recombinant APE1, TAMRA/BHQ-2 abasic DNA cleavage fluorescence; P27695; Potency, µM (doses to about 65.8 µM), for inactives: at the top dose activity change, negative = inhibition, most hits filed as inhibitors;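 note: potency is the fitted concentration of half-maximal effect; plate controls were vehicle for no effect and reference inhibitor for full effect; nearly all actives have a fitted effect of over 55% in size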
Target sequence (P27695 whole entry, looked up): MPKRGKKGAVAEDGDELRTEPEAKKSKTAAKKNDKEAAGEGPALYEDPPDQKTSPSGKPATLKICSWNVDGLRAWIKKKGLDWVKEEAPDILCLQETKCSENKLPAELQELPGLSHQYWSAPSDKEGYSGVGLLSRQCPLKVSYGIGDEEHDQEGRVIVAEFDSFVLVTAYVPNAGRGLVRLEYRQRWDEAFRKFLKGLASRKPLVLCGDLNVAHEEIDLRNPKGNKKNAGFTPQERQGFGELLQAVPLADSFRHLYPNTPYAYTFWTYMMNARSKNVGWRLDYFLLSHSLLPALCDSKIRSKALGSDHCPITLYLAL
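Activity was derived from the fluorescence gain between first and third kinetic reads (60 s intervals, ex 525/em 598 nm) after 50 nM THF-abasic TAMRA/BHQ-2 duplex was added to 0.75 nM APE1 preincubated 15 min with compound.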
Pol iota inh = blocks human DNA polymerase iota activity; Q9UNA4; Pol iota fluorescent replication assay, 10 min; Potency, µM (doses to about 115 µM), for inactives: at the top dose activity, negative = inhibition, most hits filed as inhibitors; hit rate 1% among 390,000; AID 588590; note: potency is the fitted concentration of half-maximal effect
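Pol iota at 10 nM preincubated 15 min with compounds at room temperature; reaction started with fluorescent substrate, 50 nM final. Fluorescence read kinetically at 0 and 10 min; buffer-only wells as negative control.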
ERG-DNA inh = inhibitors of human ERG Ets domain-DNA interaction. P11308. fluorescence polarization, His-ERG Ets domain / labelled DNA. Potency, µM (titrated, usually from 76.9 µM), for the others: at the top dose FP activity, negative = inhibition, usual class: inhibitors. hit rate 0.028% among 370,000. AID 624246; active = well fitted inhibition curve with a large enough effect in the polarisation, with a control signal flat; inconclusive = small, poorly fitted or top-dose-only effect, or effect the other way, or a change in a side signal; inactive = no such curve, though single readings can be large or run the other way; the % refers to the polarisation;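 note: polarization taken with two DNA probes labelled with fluorescein and Texas red; potency is the fitted concentration of half-maximal effect; % of control where 0% means no effect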
Target sequence (P11308 whole entry, looked up, the tested form may be a part): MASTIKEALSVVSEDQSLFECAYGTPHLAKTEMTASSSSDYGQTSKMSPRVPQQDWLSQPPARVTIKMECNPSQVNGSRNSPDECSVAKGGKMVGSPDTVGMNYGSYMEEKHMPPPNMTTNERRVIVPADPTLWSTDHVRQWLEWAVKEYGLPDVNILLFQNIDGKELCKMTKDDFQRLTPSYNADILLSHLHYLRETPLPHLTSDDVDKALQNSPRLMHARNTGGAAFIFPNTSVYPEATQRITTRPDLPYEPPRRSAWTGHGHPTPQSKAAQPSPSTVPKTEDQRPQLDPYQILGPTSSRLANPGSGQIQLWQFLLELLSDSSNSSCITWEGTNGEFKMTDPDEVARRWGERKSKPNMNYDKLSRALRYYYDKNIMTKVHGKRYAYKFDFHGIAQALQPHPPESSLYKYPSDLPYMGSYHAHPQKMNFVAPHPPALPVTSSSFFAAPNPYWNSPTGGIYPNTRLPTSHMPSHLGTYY
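His-tagged ERG Ets domain (1 uM in the protein solution; 300mM KCl, 50mM Tris-HCl, 1mM EDTA, 1mM DTT, pH 7.5) received compound, then a probe mix of 5 nM fluorescein-DNA and 100nM Texas-615-DNA. Fluorescence polarization was read for both dyes.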
POLK inh = inhibitors of human DNA polymerase kappa; Q9UBT6; purified Pol kappa, fluorescent DNA synthesis assay, 10 min; Potency, µM (highest dose often 107 µM), for the others: at the highest dose activity, negative = inhibition, usual class: inhibitors; hit rate 0.53% among 400,000; AID 588579; note: potency is the fitted concentration of half-maximal effect; % is set by controls: 0 for no effect and ±100 for the full control effect
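50 nM final substrate added after 15 min RT preincubation of 10 nM Pol kappa with compound; fluorescence read at 0 and 10 min.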
Numbers without * were called inactive; ? = inconclusive; nt = no result given; & = joins results of further samples; [ ] = dose if it differs, or a comment. Unless noted, calls come from the whole dose curve; as a rule, active = well fitted curve in the direction sought with a large enough effect; inconclusive = small, poorly fitted or top-dose-only effect, or another doubt; inactive = no such curve, though single readings can be large; an effect the other way counts as inactive or inconclusive. A portion of the library. The share of hits here may be higher or lower than overall.

SMILES	Anesthetic bind	BLM inh	Pol beta inh	12-LOX inh	TRHR agonist	APEX1 inh	Pol iota inh	ERG-DNA inh	POLK inh
COc1ccc(C(=O)CN2C(=O)NC3(CCCCC3)C2=O)cc1OC	-6%	2%	21%	0%	0.4	-3%	82%[activator]	-1%	-2%
O=C1Nc2ccccc2S/C1=C/Nc1cccc(Cl)c1	-10%	-2%	1%	-28%	0.1	-3%	21%	-3%	-10%
O=C1C2=C(Nc3ccccc3SC2c2ccco2)c2ccccc21 (configuration not stated)	-6%	-14%	2%	?	-0.2	-6%	-3%	-2%	-17%
COc1ccc(OC)c(NC(=O)CCNC(=O)Cn2ccc3ccccc3c2=O)c1	6%	-2%	1%	-7%	-0.9	80%[activator]	16%	4%	6%
Cc1cc(C(F)(F)F)nn1CC(=O)NNC(=S)Nc1cccc(Cl)c1	-13%	1%	-2%	-28%	0.1	-5%	25%	0%	-7%
CCc1ccc(-c2nn(CC(=O)NC3CCCC3)c3c2cnc2ccc(F)cc23)cc1	0%	-1%	2%	-10%	0.4	nt	8%	13%	5%
CCC(c1c(C)n(C)n(-c2ccccc2)c1=O)c1c(C)n(C)n(-c2ccccc2)c1=O	-8%	-2%	21%	0%	-0.1	1%	15%	-4%	-1%
O=C(c1cc2nc(-c3ccco3)cc(C(F)(F)F)n2n1)N1CCCCCC1	-12%	-23%	-3%	-15%	-0.6	-2%	26%	nt	-6%
CC(C)(C)CC(=O)NC(=S)N1CCCCCC1	-16%	-1%	35%	8%	-0.5	0%	2%	-1%	-12%
CC(C)(O)C#Cc1ccc(C(=O)NCc2cccs2)s1	-15%	-1%	31%[activator]	-25%	nt	4%	-11%	5%	3%
COc1ccc(NC(=O)CSc2nnc(C)n2Cc2ccccc2)cc1	-9%	0%	-2%	-36%	-0.2	-1%	6%	-7%	-15%
COC(=O)[C@]1(Cc2ccccc2)N[C@H](CN(C)C(C)=O)[C@@H]2C(=O)N(C)C(=O)[C@@H]21	nt	nt	nt	?	nt	11%	39%	1%	-4%
Nc1cc2c(cc1[N+](=O)[O-])OCCOCCOCCO2	-9%	-3%	-15%	-4%	0.0	6%	59%	-1%	-9%
COc1ccc(-n2c(SCC(=O)NCc3ccc(Cl)cc3)nc3ccsc3c2=O)cc1	6%	-7%	10%	-24%	1.2	nt	24%	-5%	-22%
CN(CC(=O)NCCCN1CCOCC1)S(=O)(=O)c1cc(Cl)ccc1Cl	0%	3%	65%	0%	0.0	1%	-4%	-3%	-3%
COc1ccc(N2C(=O)CSC23C(=O)N(C)c2ccccc23)cc1Cl (configuration not stated)	5%	-1%	21%	-20%	0.4	nt	48%[activator]	6%	-19%
Cc1cccc(N2CCN(C(=O)Nc3ccc(F)cc3)CC2C)c1 (configuration not stated)	-19%	-2%	25%	?	4.0	nt	-1%	5%	-3%
COc1cc(NC(=O)NC(C)c2c(-n3cccc3)sc3c2CCN(C)C3)cc(OC)c1 (configuration not stated)	-11%	1%	-29%	?	1.5	nt	-16%	4%	-11%[60.1 µM]
OCc1ccnc(Cl)c1	-12%	-2%	45%	-14%	0.3	-1%	10%	nt	-17%
Clc1ccc(OCCn2c(-c3ccco3)nc3ccccc32)cc1	6%	-8%	5%	0%	0.3	-12%	-10%	5%	-6%
O=C(CCSc1ccccc1)NC1CCCCCC1	-22%	-5%	1%	-4%	0.0	3%	73%[activator]	-4%	2%
Cc1nc(-c2ccc(C)c(S(=O)(=O)N3CCC(C(=O)NCc4ccc(Cl)cc4)CC3)c2)no1	1%	-4%	-1%	-18%	-0.3	nt	15%	2%	-2%[60.1 µM]
CCN(Cc1ccccc1)C(=O)Cn1c(=O)n(-c2cccc(C)c2)c(=O)c2c1c1cc(C)ccc1n2C	-12%	-4%	-20%	-18%	-0.6	nt	-9%	5%	-9%
COC(=O)C1CCN(C(=O)/C(C)=C\c2ccccc2)CC1	-3%	1%	-16%	30%	0.6	-10%	152%[activator]	9%	-1%
Cc1cc2c(cc1S(=O)(=O)Nc1cccc(C(F)(F)F)c1)OCCN2C	2%	1%	-6%	-21%	0.0	nt	7%	-1%	-2%
O=C(COc1ccc(Cl)cc1[N+](=O)[O-])NC1CCCCC1	?	-7%	33%	7%	0.9	1%	-1%	-8%	-9%
COc1ccc(C2Nc3ccccc3C(=O)N2NS(C)(=O)=O)c(OC)c1 (configuration not stated)	89%[activator]	-5%	0%	-16%	-0.2	83%[activator]	17%	6%	12%
O=C(CSc1ncccn1)NCc1cccs1	-14%	-2%	-10%	-9%	-0.8	-2%	144%[activator]	1%	-4%
COc1ccc(Nc2ncc3c(n2)CCN(Cc2sccc2C)C3)c(OC)c1	-4%	-4%	6%	0%	0.2	nt	-2%	2%	-5%[60.1 µM]
COCCCn1c(=O)c2ccccc2n(CC(=O)NC2CCCCC2)c1=O	-4%	-2%	4%	-28%	0.0	25%	73%[activator]	3%	10%
O=C(NCc1ccccc1)c1cc[n+]([O-])cc1	-7%	-5%	18%	0%	0.9	19%	1%	-3%	-13%
COCCNc1ncnc2c1cnn2Cc1ccc(Cl)cc1	-5%	1%	0%	?	-1.1	2%	3%	3%	-10%
COc1cccc(CN2CCNC(=O)C2CC(=O)NC2CCCCCCC2)c1 (configuration not stated)	?	-3%	5%	34%[activator]	0.5	-10%	-22%	16%	-17%
OCC[C@H]1C[C@H](O)[C@@H](O)[C@]2(CCc3ccccc3O2)O1	nt	nt	nt	1%	0.2	27%	-5%	-23%	7%
CC(=O)/C(=C\N(C)C)Sc1ccc(C)cc1	-4%	-1%	10%	?	-0.1	-6%	48%[activator]	-6%[15.4 µM]	6%
CC1CCCCN1S(=O)(=O)c1ccc(S(=O)(=O)N2CCN(c3ccccc3)CC2)cc1 (configuration not stated)	-9%	-1%	15%	-15%	-0.1	0%	6%	13%	-4%
O=C(Cn1ccc(C(F)(F)F)n1)N/N=C/c1cccs1	-7%	-1%	38%	20%	0.4	3%	13%	8%	0%
O=C(Nc1ccc(F)cc1)c1ccccc1NC(=O)C1CC=CCC1C(=O)O (configuration not stated)	-3%	-8%	14%	?	-0.9	54%[activator]	36%[activator]	-6%	-7%
Cc1cc(NC(=O)c2cccnc2)ccc1NC(=O)c1ccco1	-8%	0%	56%	-4%	0.6	15%	105%[activator]	-7%	-16%
COc1cc(-c2nnc(SCc3c(F)cccc3Cl)o2)cc(OC)c1OC	-2%	-9%	-15%	nt	-0.4	-5%	-8%	-1%	6%

Entries listed so far with a nitro group on carbon:
SMILES	Anesthetic bind	BLM inh	Pol beta inh	12-LOX inh	TRHR agonist	APEX1 inh	Pol iota inh	ERG-DNA inh	POLK inh
Nc1cc2c(cc1[N+](=O)[O-])OCCOCCOCCO2	-9%	-3%	-15%	-4%	0.0	6%	59%	-1%	-9%
O=C(COc1ccc(Cl)cc1[N+](=O)[O-])NC1CCCCC1	?	-7%	33%	7%	0.9	1%	-1%	-8%	-9%

Other results follow.
SMILES	Anesthetic bind	BLM inh	Pol beta inh	12-LOX inh	TRHR agonist	APEX1 inh	Pol iota inh	ERG-DNA inh	POLK inh
O=C(NCCc1ccc(Cl)cc1)c1ccc2c(c1)N(Cc1ccc(F)cc1Cl)C(=O)CS2	2%	-3%	1%	-18%	1.0	nt	18%	1%	0%
CCc1ccccc1NC(=O)CCC(=O)N1CC(C)Oc2ccc(C)cc21 (configuration not stated)	-1%	0%	0%	4%	-0.2	nt	?	9%	-13%
Cc1ccc(C)c(OCCC(=O)NNC(=O)c2ccccc2)c1	nt	nt	nt	11%	-0.1	-6%	17%	6%	-11%
C=CCNC(=S)Nc1ccc(C(N)=O)cc1	-3%	-9%	-10%	-18%	0.4	-2%	32%[activator]	-12%	7%
Cn1cc(S(=O)(=O)N2CCCCCC2)cc1C(=O)Nc1ccc(Cl)c(C(F)(F)F)c1	-5%	0%	?	-17%	0.4	nt	10%	0%	2%[60.1 µM]
COc1ccc([N+](=O)[O-])cc1NC(=O)C1CCCO1 (configuration not stated)	12%	0%	36%	11%	-0.1	-4%	1%	-10%	-16%
O=C1C(=O)N(CCN2CCOCC2)C(c2ccc(F)cc2)/C1=C(/O)c1ccc(S(=O)(=O)N2CCOCC2)cc1 (configuration not stated)	-1%	2%	4%	-21%	-1.8	61%[activator]	28%	16%	-2%
COc1ccc(-c2nc3cnc(Oc4ccccc4)nc3n(CCC#N)c2=O)cc1	nt	-2%	nt	0%	nt	0%	nt	nt	-9%[60.1 µM]
Cc1nn(-c2ccc(N3CCOCC3)nn2)c(C)c1CCC(=O)NCc1ccc(F)cc1	2%&-6%	2%&1%	-21%&14%	-24%&-2%	0.1&-0.6	33%	18%&-18%	0%&0%	8%&38%
Cc1ccc2ccccc2c1COC(=O)c1nonc1N	-10%	-6%	1%	-23%	-0.8	-4%	0%	2%	-14%
CS(=O)(=O)c1nc(S(=O)(=O)c2ccc(Cl)cc2)c(N2CCC(C(N)=O)CC2)s1	-5%	3%	25%	-3%	0.1	-9%	15%	0%	-6%
CC1(C)CC2CC(C)(CN2C(=O)COc2cccc3ccccc23)C1 (configuration not stated)	-16%	-4%	-1%	-16%	-0.2	-1%	21%	1%	-24%
Cn1cccc1C(C(=O)NC1CCCCC1)N(C(=O)Cc1cccs1)c1ccc2c(c1)OCO2 (configuration not stated)	-16%	-7%	15%	-4%	-0.6	-3%	-5%	nt	-6%
CC(C(=O)Nc1ccccc1F)N1CCN(C)CC1 (configuration not stated)	-10%	0%	-3%	nt	-0.6	1%	nt	nt	nt
CCNc1nc(SCCOc2ccc(Cl)cc2Cl)nc(N(C)C)n1	-1%	-11%	14%	-30%	0.9	?	27%	4%	6%

Screening results from PubChem.
